Compound activity from PubChem.
TTR transcr act = TTR transcription activators in neuroblastoma reporter cells, primary screen, cell-based, luminescence, SH-SY5Y, TTR promoter Gaussia luciferase; 100% = recombinant luciferase protein wells; 92,000 tested, 1.3% active; activation, % at 16.7 µM;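 active = activation above the mean of all tested compounds plus 3 SD, cut at about 9.5% in these data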;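 note: cells exposed to compounds for one day before reading; 0% = median of all test compound wells on the plate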
An asterisk follows results filed as active; & = joins results of further samples.

nr	Structure	TTR transcr act
1	CC1(C(=O)Nc2ccc(Cl)c(Cl)c2)CCN1C(=O)C1CCCCC1 (configuration not stated)	0.4
2	O=C1N/C(=C/c2ccco2)C(=O)N1Cc1ccccc1F	-0.2
3	C#CCNC(=O)C[C@@H]1C(=O)N2CCCC3=C2[C@@]1(C(=O)OCC)CCC3	3.7
4	CC(/C=N/NC(=O)Cn1nnc(N)n1)=C\c1ccc(C(C)C)cc1	-1.6
5	COC(=O)/C=C1\S/C(=N/N=C/c2ccc(Cl)cc2)NC1=O	-0.8
6	Cc1ccc(S(=O)(=O)Nn2c(C)nnc2-n2nc(C)cc2C)cc1	-2.2
7	Cc1nn(CCOc2ccccc2)c(=O)n1-c1ccccc1	3.2
8	CC1=C(C(=O)N2CCCC(N3CCN(c4cccc(C(F)(F)F)c4)CC3)C2)OCCO1 (configuration not stated)	11*
9	CN(C)N=Nc1ccc2nc[nH]c2c1	0.2
10	N#CC1(C#N)C(c2ccccc2)OC23CCCCCC2C1(C#N)C(=N)O3 (configuration not stated)	-0.8
11	CC1=C/C(=N\OC(=O)/C=C/c2ccccc2)C(C)=CC1=O	0.0
12	COc1ccc(C2c3c4c(n(C)c3CCN2C)CCN(C)C4c2ccc(OC)cc2)cc1 (configuration not stated)	0.5
13	Nc1ccc2c(c1)nc(Cc1ccccc1)n2CCO	-0.9
14	Cc1cccc(C)c1NC(=O)C1c2cccc[n+]2CC(=O)N1Cc1cccs1 (configuration not stated)	0.1
15	COc1cccc(-n2c(C)nnc2SCC(=O)Nc2ccccc2N2CCOCC2)c1	-0.4
16	O=C(OCc1cn(Cc2ccc(Cl)cc2)nn1)N1CCOCC1	0.5
17	O=C(NCCc1ccccc1)C1CCC(CNc2nc(=S)[nH]c3ccccc23)CC1 (configuration not stated)	-0.8
18	CC(=O)c1cccc(NS(C)(=O)=O)c1	-2.0
19	O=c1ccc(-c2ccc(S(=O)(=O)Nc3ccc(F)cc3)o2)n[nH]1	-0.3
20	CCCCNC(=O)C1(C)CCC(=O)N1CCc1c[nH]c2ccccc12 (configuration not stated)	1.7

More structures.
nr	Structure	TTR transcr act
21	Cc1ccc(S(=O)(=O)Nc2ccc(-c3nnc(SCc4ccccc4Cl)o3)cc2)cc1	-0.2
22	O=C(Nc1ccccc1-c1nnn(CC(=O)N2CCOCC2)n1)c1ccccc1F	-1.2
23	N/C(=N\OC(=O)CSc1ccccc1)c1ccccn1	-0.4
24	CO[C@H]1CC[C@@]2(C)[C@@H](CC[C@@H]3[C@@H]2CC[C@@]2(C)[C@H]3C[C@H](C(=O)O)O[C@]23CCCO3)C1	-0.8
25	O=C(Nc1ccccc1-c1ccccc1)c1ccccc1	0.1
26	CC1=C(C(=O)Nc2cccc(C(=O)NC(C)c3ccccc3)c2)SCCO1 (configuration not stated)	11*
27	CN(C)c1nc(N)nc(CSc2nc3c(c(=O)n(C)c(=O)n3C)n2Cc2ccccc2F)n1	0.6
28	C=CCN(c1ccc(C(=O)NCCN2CCOCC2)cc1)S(C)(=O)=O	6.2
29	Cc1cc(/C=C(\C#N)C(=O)OCC#N)c(C)n1CC(C)C	-0.6
30	CCN(CC(=O)Nc1c(F)cccc1F)C(=O)C1CCN(S(=O)(=O)c2ccc(C)c(C)c2)CC1	2.1
31	O=C(CN1C(=O)c2ccccc2C1=O)N1CCN(c2ccccn2)CC1	2.0
32	N#CC(c1ccc(=O)[nH]n1)c1ccc(Cl)cc1Cl (configuration not stated)	-2.9
33	Cc1c(N=NC2=C(O)CC(C)(C)CC2=O)cc2c(c1[N+](=O)[O-])C(C)(C)CC2(C)C	3.1
34	COc1cc(-n2c(=O)c3ccccc3n(CC(=O)OCc3ccccc3)c2=O)cc(OC)c1OC	-0.8
35	Cc1ccc2sc(N(CCN(C)C)C(=O)c3ccc4ccccc4c3)nc2c1C	-1.5
36	COc1ccc(N(C(=O)c2snc(C(N)=O)c2N)C(C(=O)NC2CCCC2)c2ccco2)c(OC)c1 (configuration not stated)	4.2
37	O=C(/C(=N/O)n1cncn1)c1ccccc1Cl	-0.6
38	CCN(CC)CCOCCOc1ccccc1F	-0.6
39	Cc1cc(NC(=O)CC2CCCC2)ccc1Br	0.8
40	COCCNCC(=O)Nc1ccc(C)c(S(=O)(=O)N2CCCCC2)c1	1.5

Remaining list, next part
nr	Structure	TTR transcr act
41	Cc1ccccc1N(CC(=O)NCc1ccncc1)S(C)(=O)=O	1.5
42	COc1ccccc1CCN=C(N)NS(=O)(=O)c1ccc(F)cc1	5.9
43	COc1cc(CNc2ccc(N3CCCC3)cc2)cc(Cl)c1OC	3.9
44	O=C(COC(=O)c1cccc(Cl)c1Cl)NCCN1C(=O)CSC1=O	-0.4
45	O=C(Cc1ccccc1)N1CCC(c2ccccc2)C1 (configuration not stated)	0.1
46	C[C@@H]1CN([C@H](C)CO)S(=O)(=O)c2ccc(C#Cc3ccccc3F)cc2O[C@@H]1CN(C)C(=O)Cc1ccccc1	-1.9
47	COc1ccc(C(=O)C2CC2)cc1	3.7
48	COc1ccccc1C1=CC(=O)CCC1	4.1
49	CC(=O)Nc1nc(SCC(=O)NCC2CCCO2)[nH]c(=O)c1NC(=O)c1cccs1 (configuration not stated)	0.4
50	CCOC(=O)c1cnc2ccc(F)cc2c1Nc1ccc2c(c1)OCCO2	2.6
51	S=C(NNC(=S)NC1CC2C=CC1C2)NC1CC2C=CC1C2 (configuration not stated)	-0.1
52	CCCS(=O)(=O)NC(=O)C1(C)CCN(C(=O)c2cccc(C(F)(F)F)c2)C1 (configuration not stated)	0.5
53	Cn1c(=O)[nH]c(=O)c2c1nc(CN1CCN(c3cccc(Cl)c3)CC1)n2Cc1ccccc1Cl	-0.8
54	Cc1ccc(C(=O)NCC(=O)OCC(=O)Nc2cc(C)c(C)cc2[N+](=O)[O-])cc1	-1.5
55	CN(C)CCCNCCCNC(=O)c1ccco1	0.2&-0.6
56	Cc1ccc(N(CC(=O)O)C2SC(=O)NC2=O)cc1 (configuration not stated)	-0.5
57	O=S(=O)(c1ccccc1C(F)(F)F)N1CCN(CC(O)COc2ccccc2F)CC1 (configuration not stated)	1.0
58	COc1ccc(C)cc1NC(=O)COC(=O)c1ccc2c(c1)OCCO2	1.2
59	NC(=O)NC(=O)COC(=O)c1sc2ccccc2c1Cl	0.4
60	COCCN(C(=O)c1ccccc1)c1nc(-c2ccc(OC)cc2)cs1	-1.2

The final five records of the part above are carried over, then new ones follow:
nr	Structure	TTR transcr act
56	Cc1ccc(N(CC(=O)O)C2SC(=O)NC2=O)cc1 (configuration not stated)	-0.5
57	O=S(=O)(c1ccccc1C(F)(F)F)N1CCN(CC(O)COc2ccccc2F)CC1 (configuration not stated)	1.0
58	COc1ccc(C)cc1NC(=O)COC(=O)c1ccc2c(c1)OCCO2	1.2
59	NC(=O)NC(=O)COC(=O)c1sc2ccccc2c1Cl	0.4
60	COCCN(C(=O)c1ccccc1)c1nc(-c2ccc(OC)cc2)cs1	-1.2
61	Cc1ccc(NC(=O)c2ccc3nc[nH]c3c2)cc1C	3.0
62	CN(C(=O)CSc1nnc(NCc2ccccc2)s1)C1CCS(=O)(=O)C1 (configuration not stated)	5.7
63	O=C(COC(=O)COc1ccc(Cl)cc1Br)NC1CCCC1	-0.7
64	Cc1ccccc1OCc1nnc(SCC(=O)NCc2ccccc2)n1C	-0.9
65	CN(C)C1=NC(=O)/C(=C\c2ccccc2)S1	2.3
66	N#Cc1c(-c2ccccc2)nc2n1CCS2	0.5
67	Cc1ccc(-c2nnn3c2nc(NCCc2ccc(S(N)(=O)=O)cc2)c2ccccc23)cc1	-2.5
68	CCC(Sc1nc(N)c(NC(=O)c2ccc(OC)cc2)c(=O)[nH]1)C(=O)O (configuration not stated)	-2.4
69	COc1ccccc1CCNC(=O)c1ccoc1C	0.4
70	O=C(OCC#CCSc1nnc(-c2cccc3ccccc23)o1)c1csc2ccccc12	0.1
71	COc1ccc2cc(C(N)=O)c(=Nc3ccccc3)oc2c1	-1.8
72	CC1=C(C(=O)Nc2ccc(F)cc2)C(c2ccc(C)o2)C2=C(CC(C)(C)CC2=O)N1 (configuration not stated)	-1.0
73	COc1ccc(C2CCN(Cc3cccnc3)CC2O)cc1 (configuration not stated)	0.2
74	CC1CCN(S(=O)(=O)c2cnc[nH]2)CC1	-1.5
75	CCC(=O)c1ccc(OCC(=O)OCC(=O)NCc2cccs2)cc1	2.3
76	CCCC(=O)Nc1cc(C(F)(F)F)ccc1N1CCOCC1	-0.8
77	COc1c(F)c(F)c(C(=O)O)c(Nc2ccccc2)c1F	3.3
78	COc1ccc(NC(=O)Nc2nnc(-c3ccccc3F)s2)cc1	1.0
79	O=c1[nH][nH]cc1C=Nc1ccccc1O	-0.9
80	CCOc1ccc(NC(=O)C/C(C)=N/NC(=O)Cc2ccc(Cl)cc2)cc1	7.6

The results go on.
nr	Structure	TTR transcr act
81	COc1cnn(-c2ccccc2)c(=O)c1N(C)C	1.6
82	O=C(CCc1ccccc1)NCCCN1CCOCC1	0.8
83	CCOC(=O)CN(C(=O)COc1nc(-c2ccccc2)cc(C)c1C#N)c1ccc(C)cc1	0.5
84	O=C(Nc1ccccc1)c1cccc(=O)o1	-0.6
85	O=C1CSC(=O)N1CC(O)COc1ccc(Cl)cc1 (configuration not stated)	-0.8
86	Cc1nc(C)c(-c2csc(N)n2)s1	2.9
87	COc1ccc(NC(=O)CN2CCN(S(=O)(=O)N(C)C)CC2)cc1	-0.6
88	CN(C)S(=O)(=O)c1ccc(Cl)c(NC(=O)COC(=O)CN2C(=O)NC(C)(C)C2=O)c1	2.4
89	Cc1ccc(F)cc1NC(=O)COC(=O)COc1ccc(C#N)cc1	1.9
90	Cc1nn(Cc2ccccc2)c2c1C(c1ccncc1)C(C#N)=C(N)O2 (configuration not stated)	1.5
91	Cc1nc(C(=O)O)cc2c1[nH]c1ccccc12	0.4
92	CN(C(=O)Nc1cnc2ccccc2c1)c1ccccc1	-0.2
93	Cc1ccccc1C1NC(=O)c2ccccc2O1 (configuration not stated)	1.4
94	CCN(CC)S(=O)(=O)c1ccc(O)c(C(=O)OCC(=O)N2c3ccccc3CC2C)c1 (configuration not stated)	-0.8
95	COc1ccc(OCC(NS(=O)(=O)c2ccc(-n3cnnn3)cc2)C(C)C)cc1 (configuration not stated)	3.1
96	COc1cc2c(cc1OC)CN(C(=O)CSc1nnc(C)s1)CC2	3.0
97	CCN1CCN(C(c2cccc(OC)c2OC)c2nnnn2Cc2ccco2)CC1 (configuration not stated)	-0.4
98	c1ccc(-c2nc(NCC3CCCO3)c3oc4ccccc4c3n2)cc1 (configuration not stated)	0.5
99	CC(C)Cn1c2c(c(O)c(C(=O)Nn3c(Cc4ccccc4)nc4ccccc4c3=O)c1=O)CCCC2	-1.4
100	CCCC[C@H]1C2CC(OC(=O)Nc3ccc(C)cc3)C(C2)[C@H]2CCCCN21 (some centres not stated)	5.7

Remaining list, next part:
nr	Structure	TTR transcr act
101	CCc1ccccc1NC(=O)Nc1ccc(F)cc1F	-0.9
102	O=S(=O)(c1ccc(CN2CCOCCOCCN(Cc3ccc(S(=O)(=O)C(F)(F)F)cc3)CCOCC2)cc1)C(F)(F)F	-1.8
103	OCC1(Cc2ccccc2)CCCN(Cc2ccc(-c3ccco3)cc2)C1 (configuration not stated)	-2.9
104	Cc1ccc(NC(=O)Cn2cc([N+](=O)[O-])nc2C)cc1C	-1.0
105	O=C(CCCn1nnnc1CN1CCOCC1)N1CCC(c2ccc(F)cc2)C1 (configuration not stated)	1.6
106	Cn1c2ccccc2c(=O)c2c(O)cccc21	0.0
107	CCN1CCC(NC(=O)Nc2cccc(C(F)(F)F)c2)CC1	19*
108	O=C(Nc1ccc(F)cc1)OCc1cn(Cc2ccccc2F)nn1	0.4
109	COc1ccc2c(c1OC)CCC2=O	-1.5
110	CCOc1ccc(N2C(=O)CC(SCCN)C2=O)cc1 (configuration not stated)	-0.6
111	Cc1ccc(OCC(O)Cn2c(N3CCCCC3)nc3c2c(=O)[nH]c(=O)n3C)cc1C (configuration not stated)	1.2
112	Cc1ccc(S(=O)(=O)Nc2cc3c(C(=O)O)c(C)oc3c3ccccc23)c(C)c1	-0.8
113	CCN1CCCc2cc(CN(CCN3CCOCC3)C(=S)Nc3ccc(C)cc3)ccc21	-0.4
114	COCCNC(=S)N/N=C(\C)c1ccc(Cl)c(Cl)c1Cl	2.5
115	CC(C)[C@H](NC(=O)c1ccccc1)C(=O)OCC(=O)c1ccccc1F	-0.1
116	COc1ccc2c(c1OC)C(=O)N(c1nc(SC)n[nH]1)C2=O	2.0
117	Cc1ccc(N(CC(=O)NCC2CCCO2)C(=O)CCC(=O)Nc2nccs2)cc1C (configuration not stated)	-0.5
118	Cc1nc2ccccc2c(=O)n1NC(=O)Cc1ccc(Br)cc1	2.5
119	COc1ccc(/C(O)=C2/C(=O)C(=O)N(CCN3CCOCC3)C2c2cccnc2)cc1OC (configuration not stated)	2.9
120	c1ccc(Oc2cccc(OCCCCSc3ncccn3)c2)cc1	-0.6

More compounds:
nr	Structure	TTR transcr act
121	NC(=O)CC(NC(=O)Cc1cccc2ccccc12)c1ccc(N2CCCCCCC2)c([N+](=O)[O-])c1 (configuration not stated)	5.2
122	Fc1ccccc1CNCc1ccc2c(c1)OCO2	0.3
123	O=C(CSc1nc2ccccc2n1S(=O)(=O)c1ccccc1)N1CCCC1	0.2
124	CCCCNC(=O)C1(C)CCN1C(=O)c1ccccc1Br (configuration not stated)	-0.7
125	CC(=O)Nc1ccc(NC(=O)Nc2cccc(C)c2C)cc1	1.3
126	COc1ccc(-c2ccc(C(=O)NCC(C)C)c3occc23)c(C)c1	-2.7
127	O=C(CCN1C(=O)c2ccccc2C1=O)Nc1nc2ccccc2s1	-0.8
128	Cc1ccc(/C=N/NC(=O)CNC(=O)COc2ccc(Cl)cc2)o1	4.8
129	Cn1ccnc1Sc1nc2c(c(=O)n(C)c(=O)n2C)n1C	-0.2

Among those listed so far, 4 contain bromine.
nr	Structure	TTR transcr act
39	Cc1cc(NC(=O)CC2CCCC2)ccc1Br	0.8
63	O=C(COC(=O)COc1ccc(Cl)cc1Br)NC1CCCC1	-0.7
118	Cc1nc2ccccc2c(=O)n1NC(=O)Cc1ccc(Br)cc1	2.5
124	CCCCNC(=O)C1(C)CCN1C(=O)c1ccccc1Br (configuration not stated)	-0.7

An excerpt; count on the stated rates, not on these rows.
